AID inhibitor: Primary qHTS assay for inhibitors of Activation Induced Cytidine Deaminase (AID): AID signal; AID deamination FRET fluorescence, UDG-coupled, 4 h; 91,000 compounds, 0.32% hits; Potency, µM (highest dose often 115 µM), without a hit: at the highest dose activity change, negative = inhibition, usual class: inhibitors; also: nearly all actives have a fitted effect of over 25% in size
Target sequence (Q9GZX7 whole entry, looked up): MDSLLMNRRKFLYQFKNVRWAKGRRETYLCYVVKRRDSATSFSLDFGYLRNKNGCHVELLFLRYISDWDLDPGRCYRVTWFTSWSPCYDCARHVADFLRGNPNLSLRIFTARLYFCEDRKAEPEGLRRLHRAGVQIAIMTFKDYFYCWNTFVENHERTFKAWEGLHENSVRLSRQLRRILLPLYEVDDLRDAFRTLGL
UDG counterscr: Primary qHTS assay for inhibitors of Activation Induced Cytidine Deaminase (AID): UDG Counterscreen signal; FRET deamination/UDG coupled assay, UDG read, 4 h; 91,000 compounds, 0.14% hits; Potency, µM (top dose mostly 115 µM), without a hit: at the highest dose activity change, negative = inhibition, usual class: inhibitors; AID 1347430, 2020; also: nearly all actives have a fitted effect of over 65% in size
Active calls of the source: *; u = inconclusive; [ ] = another dose, or the depositor's remark. Calls follow the shape of the dose curve; as a rule, active = well fitted curve in the direction sought with a large enough effect; inconclusive = small, poorly fitted or top-dose-only effect, or another doubt; inactive = no such curve, though single readings can be large; an effect the other way counts as inactive or inconclusive. % is scaled to controls: 0 for no effect and ±100 for the full control effect; potency is read from the fitted curve at half-maximal effect. This is a subset, so the mix of outcomes need not match the whole.

| compound | UDG counterscr | AID inhibitor |
| --- | --- | --- |
| Cc1ccc(Cl)cc1NC(=O)CN(Cc1ccc(Cl)cc1)S(C)(=O)=O | -7.6% | 0.6% |
| COc1ccc(Cn2ccnc2SCC(=O)Nc2ccc3c(c2)OCO3)cc1 | -5.0% | -16.9% |
| CCCNC(=O)CCc1ccc(C#N)cc1 | -9.6% | -11.7% |
| COc1ccc(NC2=C(c3ccccc3)C(=O)c3ccccc32)cc1Cl | 0.0% | 20.3% |
| COC(=O)C1OC(OC2C(OC3CC[C@@]4(C)C(CC[C@]5(C)C4C(=O)C=C4C6C[C@@](C)(C(=O)OC)CC[C@]6(C)CC[C@]45C)C3(C)C)OC(C(=O)OC)C(OC(C)=O)C2OC(C)=O)C(OC(C)=O)C(OC(C)=O)C1OC(C)=O (some centres not stated) | -6.3% | 4.1% |
| CN(Cc1ccc(C(=O)NCC(F)(F)F)cc1)C(=O)c1ccccc1 | -0.3% | 1.6% |
| S=c1sc2c(s1)SC1CC=CC1S2 (configuration not stated) | -11.2% | 5.5% |
| Cc1cc(Cn2cnc3c2C[C@@H](C(=O)O)N(C(=O)C(c2ccccc2)c2ccccc2)C3)ccc1N | -3.2% | -3.8% |
| CCc1ccc2oc(=O)cc(CN3CCN(c4ccccc4F)CC3)c2c1 | -4.4% | -5.7% |
| CC1=C(C(N)=O)C(c2cccc(F)c2)n2nc(SCc3ccccc3)nc2N1 (configuration not stated) | 7.6% | -11.4% |
| CN(CCCCOc1ccc2ccccc2c1)CCCCOc1ccc2ccccc2c1 | -4.4% | 10.9% |
| Cc1ccc(CNc2oc(-c3ccc(COc4ccc(C)cc4)o3)nc2C#N)cc1 | -3.7% | -24.4% |
| CCOC(=O)C1CCN(C(=O)c2ccc3c(=O)n4nc(Nc5ccccc5)sc4nc3c2)CC1 | 0.5% | 12.5% |
| COc1cccc(NC(=O)Cn2c(=O)n(CCc3cccc(C)c3)c(=O)c3ccccc32)c1 | -1.2% | -1.5% |
| COc1ccccc1NC(=O)CSc1nc(N2CCOCC2)c2c(c1C#N)CCCC2 | -6.7% | -23.4% |
| Cc1cccn2c(=O)cc(COc3ccc(NC(=O)COc4ccc(F)cc4)cc3)nc12 | u | -8.0% |
| O=C(c1ccccc1)c1ccc2nc(N3CCN(c4ccc(F)cc4)CC3)c3nncn3c2c1 | -4.8% | -9.6% |
| CC(NC(=O)Cc1csc2nc(-c3ccc(F)cc3)cn12)c1cccs1 (configuration not stated) | -11.0% | -2.1% |
| O=C(NCc1ccc(F)cc1)C(=O)Nc1ccc2nc3n(c(=O)c2c1)CCCCC3 | -6.9%[57.5 µM] | 5.3% |
| O=C(/C=C/C=C/c1ccco1)c1ccc(N2CCOCC2)cc1 | -2.8% | -25.0% |
| O=S(=O)(CCN1CCN(c2ccccc2F)CC1)c1ccccc1 | 4.6% | 5.4% |
| CCc1ccc(C(=O)N2CCSCC2)s1 | 7.9% | 3.1% |
| CCOC(=O)c1c(C)oc2ncnc(Nc3ccc(OCC)cc3)c12 | 15.8% | 23.8% |
| CC1=CC(C)(C)N=C(Nc2nc(C)c3cc(C)cc(C)c3n2)N1 | 4.7% | u |
| COc1ccccc1OCC(=O)Nc1nc2c(s1)CC(C)CC2 (configuration not stated) | -6.4%[57.5 µM] | -2.2%[57.5 µM] |
| COc1ccc(C2CC(=O)N(Cc3ccc(C)cc3)c3c2c(C)nn3-c2nc(C)cc(C)n2)c(OC)c1 (configuration not stated) | 4.1% | -3.2% |
| CCCCN1CCN(c2nc3c(c(=O)[nH]c(=O)n3C)n2CCCc2ccccc2)CC1 | 4.6% | -1.1% |
| Cc1ccsc1CN(C)C(=O)CCl | 2.3% | -1.6% |
| Cc1oc(-c2ccccc2)nc1CC(=O)Nc1ccc(S(=O)(=O)NC(C)C)cc1 | 6.0% | -5.5% |
| COc1ccc(Nc2nnc(-c3ccc(C)c(S(=O)(=O)NCCO)c3)c3ccccc23)cc1C(N)=O | 20.8% | 25.2% |
| COc1ccc(OC)c(C2=NS(=O)(=O)N(C)C(C(=O)Nc3ccc(F)cc3F)=C2)c1 | 19.7% | -8.8% |
| COc1ccc(S(=O)(=O)N(CC(=O)Nc2cc(Cl)ccc2C)Cc2ccccc2)cc1OC | u | u |
| CCC(=O)N1N=C(c2ccco2)CC1c1ccc2nccnc2c1 (configuration not stated) | -0.7% | 1.5% |
| C=CCSc1nnc(NC(=O)c2cc(=O)c3ccc(Br)cc3o2)s1 | 4.9% | -13.4% |
| Cn1c(C(=O)N2CCCC(C(=O)N3CCN(c4ccccc4)CC3)C2)cc2sccc21 (configuration not stated) | -1.5% | -15.8% |
| COc1ccc(/C(C)=N/OC(=O)c2ccc(OC(C)C)cc2)cc1OC | 2.0% | -12.8% |
| CCCCCCCCCCCCCCCCCC(=O)OC(CC(=O)O)C[N+](C)(C)C (configuration not stated) | 4.1% | 2.6% |
| CC(CCc1ccccc1)NC(=O)C12CC3CC(CC(C3)C1)C2 (configuration not stated) | 4.1% | 3.9% |
| COc1ccc(Br)cc1CNC(=O)c1cc2ccccn2n1 | 0.0% | -15.8% |
| O=S(Cc1cccc(C(F)(F)F)c1)Cc1c(F)cccc1Cl (configuration not stated) | -8.0% | -3.1% |

Brought forward from above: 2 compounds; new compounds follow.
| compound | UDG counterscr | AID inhibitor |
| --- | --- | --- |
| COc1ccc(Br)cc1CNC(=O)c1cc2ccccn2n1 | 0.0% | -15.8% |
| O=S(Cc1cccc(C(F)(F)F)c1)Cc1c(F)cccc1Cl (configuration not stated) | -8.0% | -3.1% |
| COc1ccc(NC(=O)C2CCN(S(=O)(=O)c3ccc4[nH]c(=O)ccc4c3)CC2)c(OC)c1 | 3.4% | 17.4% |
| COc1ccc(NC(=O)Cn2c(=O)n(Cc3nc(C)no3)c(=O)c3cc4c(cc32)OCO4)cc1 | -8.3% | -22.9% |
| COc1ccc(OC)c(NC(=O)C(Cc2ccccc2)NS(=O)(=O)c2ccc3c(c2)CCC(=O)N3)c1 (configuration not stated) | 8.6% | 131.2%[activator] |
| O=C(NCc1ccc(C(F)(F)F)cc1)c1n[nH]c2c1CCCC2 | 0.4% | -1.9% |
| COc1ccc(CCNC(=O)CCCCCn2c(=O)[nH]c3cc(OC)c(OC)cc3c2=O)cc1OC | -7.1% | 23.2% |
| COc1cccc(C(CC(=O)Nc2ccc(F)c(Cl)c2)n2cccc2)c1 (configuration not stated) | -11.5% | -12.3% |
| N#CCc1ccc(NC(=O)CNc2ccccc2Br)cc1 | 1.9% | 2.0% |
| COC(=O)Cn1c(=O)c2c(nc(Br)n2CC(=O)OC)n(C)c1=O | 5.6% | -7.3% |
| O=C1/C(=C/c2ccc(F)c(Br)c2)CCc2ccccc21 | 1.9% | -11.9% |
| O=C(O)c1ccc(Sc2ccccn2)cc1 | -3.9% | 2.7% |
| CN(C)c1cccc(NC(=O)C(c2ccccc2)c2ccccc2)c1 | -19.3% | -14.0% |
| CCCn1c(NCc2ccc(N(CC)CC)cc2)nc2ccccc21 | -14.9%[57.5 µM] | -20.9%[57.5 µM] |
| Cc1ccc(Cn2c(SCC(=O)NCc3ccccc3Cl)nc3ccsc3c2=O)cc1 | 0.3% | 11.4% |
| Cc1nc(SCC(=O)N(Cc2ccc(F)cc2)C2CCCCC2)sc1CC(N)=O | 2.9% | -15.0% |
| O=C1CSc2ccc(S(=O)(=O)Nc3ccc(F)cc3)cc2N1 | 3.4% | -0.7% |
| O=C(CCCc1nc(-c2ccccc2)no1)NCC1CCCO1 (configuration not stated) | -6.4% | -2.8% |
| O=C(CC1CC2CCC1C2)Nc1ccc(Cl)c(C(F)(F)F)c1 (configuration not stated) | -3.8% | -8.3% |
| COc1ccccc1CNC(=O)c1oc2ccc(S(=O)(=O)N3CCCCC3)cc2c1C | -17.7% | -16.8% |
| Cc1ccc(C)c(N(C)C(=O)Cc2c(C(=O)O)[nH]c3ccc(Cl)cc23)c1 | -1.2% | -17.4% |
| COC(=O)C1=C(C)N(c2ccccc2)C(=O)CC1C(=O)Nc1ccc(C(C)=O)cc1 (configuration not stated) | 6.5% | 5.1% |

Reprinted at random: 4 compounds from above
| compound | UDG counterscr | AID inhibitor |
| --- | --- | --- |
| COC(=O)Cn1c(=O)c2c(nc(Br)n2CC(=O)OC)n(C)c1=O | 5.6% | -7.3% |
| COc1cccc(C(CC(=O)Nc2ccc(F)c(Cl)c2)n2cccc2)c1 (configuration not stated) | -11.5% | -12.3% |
| O=C1CSc2ccc(S(=O)(=O)Nc3ccc(F)cc3)cc2N1 | 3.4% | -0.7% |
| O=C(CC1CC2CCC1C2)Nc1ccc(Cl)c(C(F)(F)F)c1 (configuration not stated) | -3.8% | -8.3% |

Next section:
| compound | UDG counterscr | AID inhibitor |
| --- | --- | --- |
| O=C(NCC(c1cccs1)S(=O)(=O)c1cccs1)c1ccc(Cl)cc1 (configuration not stated) | -27.3% | 3.4% |
| Cc1ccc(-c2cn3cccnc3n2)cc1NC(=O)Cc1ccccc1 | -2.7%[57.5 µM] | 7.6% |
| O=C(CSc1nc2ccccc2o1)N(Cc1ccccc1)Cc1ccccc1 | u | -15.5% |
| CCC(C(=O)Nc1cccc2ccccc12)n1cnc2c1c(=O)n(C)c(=O)n2C (configuration not stated) | -6.9% | -2.4% |
| CCCNC(=O)NC(=O)CN(C)c1ccccc1 | 1.9% | 9.2% |
| Cc1nc(-c2ccc(F)cc2)c(CC(=O)N2CCN(S(=O)(=O)c3ccc(F)cc3)CC2)s1 | -8.8% | -1.3% |
| CCn1cc(C(=O)NC(C)c2ccccc2)c(=O)c2cc(S(=O)(=O)N3CCc4ccccc4C3)ccc21 (configuration not stated) | -11.7% | u |
| NO | 28.2µM* | 39.8µM* |
| Cc1ccc(-n2ncc3c(N4CCN(CCO)CC4)ncnc32)cc1Cl | 13.7% | -4.3% |
| CC(=O)NC12CC3CC(C1)CC(C(=O)NC1CCCc4ccccc41)(C3)C2 (configuration not stated) | -1.1% | 0.8% |
| Cc1ccc(NC(=O)CN2c3cccc4cccc(c34)S2(=O)=O)cc1S(=O)(=O)N1CCCCC1 | -7.1% | 7.2% |
| CCN(CC)CC12CC3CC(C)(CC(C)(C3)C1)C2 | 4.9% | 4.9% |
| Cc1cnc2c(S(=O)(=O)NCCC3CCCO3)cccc2c1 (configuration not stated) | -1.3% | 3.7% |
| CCOC(=O)c1cc(C(C)(O)CCC=C(C)C)on1 (configuration not stated) | 5.7% | 7.8% |
| Cc1ccccc1C(=O)NCC(O)c1ccccc1C(F)(F)F (configuration not stated) | -5.2% | -8.2% |
| CC(=O)c1ccc(N2CCN(C(=O)C3CCN(S(=O)(=O)c4c(C)noc4/C=C/c4ccc(C)cc4)CC3)CC2)cc1 | 0.9% | -16.5% |
| COc1ccc(N2CCN(C(=O)c3sc4nc5n(c(=O)c4c3C)CCC5)CC2)cc1 | 12.5% | u |
| O=C(CNC(=O)C1CCCC1)NC1CCCC1 | 1.9% | 0.0% |
| COc1ccc(-c2cc(C(F)F)n3ncc(C(=O)Nc4cc(OC)ccc4OC)c3n2)cc1 | -4.1%[57.5 µM] | 10.8%[57.5 µM] |
| COc1ccc(Br)cc1CNC(=O)C1COc2ccccc2C1 (configuration not stated) | -2.4% | -9.4% |
| Cc1ccc(CN2CCC(CNC(=O)Nc3ccc(Cl)cc3)C2)cc1 (configuration not stated) | -8.2% | -12.5% |
| CCCNCc1ccc(-c2cccc(Cl)c2)o1 | 1.0% | -3.4% |
| COc1ccccc1CNC(=O)c1cccc(NC(=O)N2CCSc3ncccc32)c1 | -13.5% | -5.2% |
| Cc1ccc(OCCN(C)C(=O)NCc2ccccc2)cc1 | -8.9% | -9.0% |
| CCOC(=O)N1CCC(NC(=O)c2c(C)nn(-c3cccc(C)c3)c2-n2cccc2)CC1 | 8.0% | -4.5% |
| O=C(Nc1cccc(-c2nc3ccccc3o2)c1)c1cccc2c(Cl)cccc12 | 13.7% | 3.6% |
| CCC(Sc1nc2nccnc2c(=O)n1Cc1ccc(C)cc1)C(=O)NC1CCCCC1 (configuration not stated) | 0.6% | -14.0% |
| CCOC(=O)C(NC(=O)c1cc(F)c(F)cc1Cl)C(=O)OCC | -3.2% | 0.1% |
| CNC(=O)NC(=O)CCN(Cc1ccc(C#N)cc1)C(C)C | -0.1% | -6.0% |
| O=C(CC1C(=O)NCCN1C(=O)CN1CCN(c2ncccn2)CC1)Nc1ccc(F)cc1 (configuration not stated) | 1.4% | 2.3% |
| COc1cccc(NC(=O)CC(C)S(=O)(=O)c2ccc3c(c2)NC(=O)CO3)c1 (configuration not stated) | -12.4%[57.5 µM] | -9.2% |
| O=C(/C=C/c1ccccc1)NCCc1c[nH]c2ccccc12 | 6.1% | -6.9% |
| CCc1cc2c(cc3c(=O)n(CC(=O)N4CCN(c5cccc(C)c5C)CC4)nc(CC)n32)s1 | -5.8% | -10.9% |
| COC(=O)C1=C(c2ccccc2)c2ccccc2S(=O)(=O)N1CC(=O)Nc1ccccc1C(F)(F)F | -7.5% | 4.7% |
| COc1ccc(NC(=O)C2Cc3ccccc3CN2S(=O)(=O)c2ccccc2)cc1OC (configuration not stated) | -9.4% | 2.4% |
| Cn1c(=O)c2c(nc(NCCOc3ccc(F)cc3)n2C)n(C)c1=O | 1.9% | -7.9% |
| Cc1n[nH]c(C)c1S(=O)(=O)N(CC(=O)Nc1ccc(C(F)(F)F)cc1)c1ccc(C(C)C)cc1 | -13.0% | -29.8% |
| Cc1scc(C(=O)Nc2ccc3c(c2)CCC3)c1C | -4.9% | -4.8% |
| CCCN1CCCN(c2ccccc2C#N)CC1 | 5.9% | 4.5% |
| COC(=O)c1ccc(/C=C/C(=O)c2ccc(C)o2)cc1 | 2.2% | -9.6% |
| Cc1ccc(-c2csc(/C(C#N)=C/c3cccnc3)n2)cc1 | 0.2% | 99.9%[activator] |

Screening data (PubChem)
